Avidin bead fluor: compound fluoresces at 488/530 nm on avidin beads. compound fluorescence 488/530 nm, flow cytometry; active compounds read high. fluorescence (KMESF) at 10 µM. actives 0.38% (n = 220,000); in the data active = fluorescence above about 47; also: inactives centre near 10
Rab2A wt mod: changes GTP binding to wildtype dog Rab2A, up or down. P61105. GST-Rab2 wt beads, Bodipy-GTP binding, flow cytometry. GTP binding activity, % at 10 µM. actives 0.19% (n = 190,000). AID 760;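 active = GTP binding activity at least 20 points away from 100%, either lowered or raised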;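 also: 0% = beads with excess unlabeled GTP and 100% = no-compound control corrected for plate trend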
Cdc42 wt GTP: changes GTP binding to wildtype human Cdc42 | P60953 | actives 0.2% (n = 190,000) | percent activity (GTP binding), % at 10 µM | GST-Cdc42 beads, Bodipy-GTP binding, flow cytometry; actives lie on both sides;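 active = percent activity GTP binding at least 20 points away from the 100% baseline, either down as inhibitor or up as activator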;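 also: median bead fluorescence of bound Bodipy-FL-GTP at 100 nM; 0% = excess unlabeled GTP control and 100% = no compound control; below 100% means less GTP binding so inhibitor and above means activator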
Target sequence (P60953 whole entry, looked up): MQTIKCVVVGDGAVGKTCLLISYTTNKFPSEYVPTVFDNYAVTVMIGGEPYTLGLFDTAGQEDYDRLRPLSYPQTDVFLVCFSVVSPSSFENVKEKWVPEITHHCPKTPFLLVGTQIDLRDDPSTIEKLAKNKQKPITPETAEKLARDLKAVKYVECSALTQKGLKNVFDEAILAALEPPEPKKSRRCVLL
Mcl1 Noxa PPI: Mcl-1/Noxa interaction inhibition | Q07820 | TR-FRET Mcl-1/Noxa peptide binding, 2 h | inhibition, % at 21.7 µM | actives 1.5% (n = 220,000) | AID 1022;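 active = compounds that cut the protein-peptide binding signal by more than 50% relative to plate controls in a single-dose test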;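 also: His-tagged Mcl-1 with rhodamine Noxa BH3 peptide and terbium anti-His antibody; 0% = Mcl-1 plus Noxa peptide wells and 100% = peptide-only wells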
Target sequence (Q07820 whole entry, looked up): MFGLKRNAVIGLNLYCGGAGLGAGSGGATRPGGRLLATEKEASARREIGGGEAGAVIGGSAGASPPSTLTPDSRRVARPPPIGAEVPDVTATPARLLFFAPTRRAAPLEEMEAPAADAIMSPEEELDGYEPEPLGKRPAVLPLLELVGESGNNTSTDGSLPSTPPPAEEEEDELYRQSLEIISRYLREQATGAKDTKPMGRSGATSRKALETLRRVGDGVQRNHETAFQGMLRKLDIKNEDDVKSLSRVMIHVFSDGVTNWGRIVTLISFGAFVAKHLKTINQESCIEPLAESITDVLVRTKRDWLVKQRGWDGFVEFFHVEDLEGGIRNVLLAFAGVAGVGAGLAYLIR
Mcl1-Bid inh: Mcl-1/Bid interaction inhibition. Q07820. TR-FRET Mcl-1/Bid-Dy647 peptide binding, 1536-well. inhibition, % at 21.7 µM. actives 0.97% (n = 220,000). AID 1021;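 active = compounds that cut the binding signal by more than half at the single screening dose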;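 also: His-tagged Mcl-1 with europium anti-His antibody binding Bid BH3 peptide; 0% = Mcl-1 plus peptide wells and 100% = peptide-only wells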
Rab7 wt GTP bind: dog Rab7 wildtype GTP binding, inhibitors and activators; GTP binding activity (percent of control), % at 10 µM; GST-Rab7 beads, fluorescent GTP binding, flow cytometry; actives lie on both sides; untreated = 100%, excess cold GTP = 0%; actives 0.055% (n = 190,000);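 active = fluorescent GTP binding to Rab7 beads changed by at least 20 points from the 100% baseline, either direction, mostly lower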;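 also: median green fluorescence of bound Bodipy-FL-GTP per Rab7 bead population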
GSH fluor: GSH bead compound fluorescence profile; GSH beads flow cytometry, compound fluorescence 488/530 nm; active compounds read high; fluorescence (KMESF) at 10 µM; actives 0.25% (n = 190,000); AID 1776; in the data active = fluorescence above about 89;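 also: glutathione beads carrying GST-tagged Bcl family fusion proteins plus one bare bead set; values are compound well signal with DMSO vehicle wells as background; inactives centre near 16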
Rac1 mut GTP: alters GTP binding to activated mutant human Rac1. GST-Rac1 activated beads, fluorescent GTP binding, flow cytometry; actives lie on both sides; 100% means binding = to untreated wells. percent activity (GTP binding), % at 10 µM. actives 0.11% (n = 190,000). AID 764;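 active = GTP binding at least 20 percentage points away from the 100% baseline, in either direction, so actives lie on both sides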
Rac1 wt GTP bind: human Rac1 wildtype GTP binding, inhibitors and activators; P63000; GST-Rac1 beads, fluorescent GTP binding, flow cytometry; actives lie on both sides; 0 = cold GTP competed, 100 = untreated; GTP binding activity (% of control), % at 10 µM; actives 0.27% (n = 190,000);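 active = GTP binding activity at least 20 points away from the 100% control level, either lower or higher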
Pf gametocyte: P. falciparum stage V gametocyte viability inhibition; actives 0.065% (n = 150,000); AID 743093; P. falciparum stage V gametocytes, ATP luminescence, 24 h; inhibition, % at 10.9 µM;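 active = inhibition above the mean plus 3 SD of compounds within the control limits, set per campaign, cut at about 38% in these data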;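 also: 0% = DMSO wells and 100% = medium only without gametocytes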
HRas wt GTP: human HRas wildtype GTP binding, change in either direction; P01112; actives 0.14% (n = 190,000); GTP binding activity, % at 10 µM; GST-Ras wt beads, Bodipy-FL-GTP binding, flow cytometry; actives lie on both sides;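 active = GTP binding activity at least 20% away from the 100% baseline, either lowered as inhibitor or raised as activator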;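 also: 0% = unlabeled GTP competition control and 100% = no-compound control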
Target sequence (P01112 whole entry, looked up): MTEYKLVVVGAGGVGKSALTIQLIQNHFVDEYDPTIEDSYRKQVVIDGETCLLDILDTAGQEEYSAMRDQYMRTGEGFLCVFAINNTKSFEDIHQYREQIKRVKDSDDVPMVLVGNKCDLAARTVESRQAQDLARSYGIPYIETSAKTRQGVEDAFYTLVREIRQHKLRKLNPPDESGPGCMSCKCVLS
Active calls of the source: *; x = no result given.

SMILES | Avidin bead fluor | Rab2A wt mod | Cdc42 wt GTP | Mcl1 Noxa PPI | Mcl1-Bid inh | Rab7 wt GTP bind | GSH fluor | Rac1 mut GTP | Rac1 wt GTP bind | Pf gametocyte | HRas wt GTP
Cc1nc2ccccc2n1CC(=O)OCC(=O)NC1CC1 | 10 | 100 | 104 | -1 | -21 | 101 | 16 | 99 | 104 | -19 | 100
CC(=O)N1c2ccccc2N(Cc2ccc([N+](=O)[O-])cc2)C(=O)C1(C)C | 13 | 101 | 103 | -33 | -8 | 99 | 13 | 102 | 105 | 2 | 102
CCOc1ccc(OCC)c(N=c2oc3c(C)ncc(CO)c3cc2C(N)=O)c1 | 36 | 100 | 101 | 24 | -24 | 101 | 13 | 99 | 103 | x | 101
COC(=O)c1cc2nc(-c3ccccc3)cc(C(F)(F)F)n2n1 | x | 97 | 101 | 3 | -8 | 96 | 18 | 96 | 99 | x | 99
O=C(OCn1cncn1)c1ccc(Cl)cc1Cl | 7 | 97 | 99 | 16 | -36 | 99 | 15 | 97 | 102 | 5 | 100
CCOC(=O)C1CCCN(CCC(=O)Nc2ccc(C)cc2)C1 (stereo not given) | x | 101 | 101 | 19 | 1 | 98 | 18 | 100 | 102 | x | 102
O=C(Cc1ccc(Cl)cc1)Nc1ccc(-c2nnc(-c3ccco3)o2)cc1 | 39 | 100 | 100 | 26 | 39 | 102 | 44 | 99 | 104 | x | 102
CC(C)C[C@H](NC(=O)c1nc[nH]c1C(=O)NC1CCN(C(=O)OC(C)(C)C)CC1)C(=O)OCc1ccccc1 | 5 | 94 | 92 | -66 | -9 | 90 | 18 | 95 | 96 | 6 | 92
Cc1nn(C(C)C(=O)N2CCN(c3ccccn3)CC2)c(=O)c2cc3occc3n12 (stereo not given) | 47* | 92 | 93 | 0 | 2 | 94 | 18 | 93 | 94 | x | 94
COc1ccc(CC(=O)NNS(=O)(=O)c2ccc3ccccc3c2)cc1OC | 2 | 98 | 102 | 14 | -29 | 94 | 7 | 101 | 102 | x | 99
C/C(=N/NC(=O)C1CC1(c1ccccc1)c1ccccc1)c1cccs1 (stereo not given) | 9 | 98 | 99 | -1 | -7 | 97 | 10 | 98 | 102 | 7 | 98
CCOC(=S)SCC(=O)N1CCc2ccccc2C1C1C(=O)CCCC1=O (stereo not given) | 10 | 101 | 101 | 9 | -18 | 102 | 18 | 97 | 104 | 4 | 100
CC(c1nnc(SCC(=O)N2CCc3ccccc32)n1-c1ccc(Cl)cc1)N(C)C (stereo not given) | 10 | 95 | 97 | x | -3 | 94 | 33 | 92 | 91 | x | 95
Cc1ccc(-n2nc3c(c2NC(=O)c2ccccc2Br)CS(=O)C3)cc1 (stereo not given) | 9 | 101 | 99 | 14 | -4 | 104 | 19 | 97 | 104 | x | 102
COCCn1c(SCC(=O)Nc2ccc(N3CCOCC3)cc2)nc2ccccc21 | 9 | 103 | 107 | 1 | -28 | 99 | 18 | 100 | 107 | 13 | 103
CCOc1ccccc1CNC(=O)CCN1C(=O)COc2ccccc21 | 10 | 103 | 102 | -12 | 0 | 104 | 14 | 99 | 103 | x | 103
Cc1cccc2sc(NC(=O)C3CCCO3)nc12 (stereo not given) | 33 | 101 | 97 | -5 | 3 | 98 | 25 | 98 | 102 | x | 98
COC(=O)c1ccccc1NC(=O)c1ccccc1N(C)S(C)(=O)=O | 12 | 106 | 106 | 9 | -4 | 103 | 13 | 103 | 110 | x | 107
O=C(O)C1CC(=O)N(c2ccc3c(c2)OCCO3)C1 (stereo not given) | 13 | 100 | 98 | 7 | -5 | 99 | 21 | 96 | 96 | x | 101
C#Cc1ccc([C@H]2C=C(C(=O)N3CCN(Cc4ccc5c(c4)OCO5)CC3)O[C@@H](OCc3ccc(CO)cc3)C2)cc1 | 4 | 95 | 95 | -8 | -4 | 101 | 20 | 94 | 97 | 22 | 95

Three compounds from above, arranged by formula weight, ascending.
SMILES | Avidin bead fluor | Rab2A wt mod | Cdc42 wt GTP | Mcl1 Noxa PPI | Mcl1-Bid inh | Rab7 wt GTP bind | GSH fluor | Rac1 mut GTP | Rac1 wt GTP bind | Pf gametocyte | HRas wt GTP
COC(=O)c1cc2nc(-c3ccccc3)cc(C(F)(F)F)n2n1 | x | 97 | 101 | 3 | -8 | 96 | 18 | 96 | 99 | x | 99
COCCn1c(SCC(=O)Nc2ccc(N3CCOCC3)cc2)nc2ccccc21 | 9 | 103 | 107 | 1 | -28 | 99 | 18 | 100 | 107 | 13 | 103
CC(c1nnc(SCC(=O)N2CCc3ccccc32)n1-c1ccc(Cl)cc1)N(C)C (stereo not given) | 10 | 95 | 97 | x | -3 | 94 | 33 | 92 | 91 | x | 95

The list goes on.
SMILES | Avidin bead fluor | Rab2A wt mod | Cdc42 wt GTP | Mcl1 Noxa PPI | Mcl1-Bid inh | Rab7 wt GTP bind | GSH fluor | Rac1 mut GTP | Rac1 wt GTP bind | Pf gametocyte | HRas wt GTP
Cc1ccc(Cl)cc1NC(=S)N(CCN(C)C)C(C)c1ccccn1 (stereo not given) | 6 | 102 | 101 | 15 | -32 | 106 | 13 | 94 | 104 | 0 | 102
CCC(c1nnnn1Cc1ccco1)N1CCN(c2cc(Cl)ccc2C)CC1 (stereo not given) | 10 | 103 | 102 | 28 | 26 | 103 | 12 | 102 | 110 | 18 | 104
COc1ccc2nc(C)cc(Nc3ccc(N4CCOCC4)cc3)c2c1 | 12 | 93 | 95 | 16 | -20 | 95 | 45 | 97 | 97 | x | 92
O=C1CC(/C=C/c2ccc(Cl)cc2)=Nc2ccccc2N1 | 9 | 99 | 96 | 12 | -8 | 107 | 25 | 95 | 99 | -16 | 97
Cc1ccc(OCCN2CCN(C(=O)CCC(=O)Nc3nnc(C)s3)CC2)cc1 | 29 | 102 | 103 | 11 | 1 | 97 | 25 | 97 | 107 | -9 | 100
O=[N+]([O-])c1nn(-c2ccc(Cl)cc2)n(O)c1=NCc1cccnc1 | 9 | 99 | 100 | -4 | -15 | 104 | 4 | 98 | 101 | 2 | 100
O=C(c1ccc2c(c1)OCO2)N1CCN(c2ccc(F)cc2)CC1 | 8 | 107 | 106 | 18 | -46 | 106 | 18 | 103 | 102 | x | 106
Cc1cccc(NC(=O)Nc2cc(C)on2)c1 | 10 | 96 | 100 | 2 | -17 | 98 | 26 | 95 | 97 | x | 99
Cc1ccc2c(c1)C=CC(C)N2C(=O)c1ccccc1 (stereo not given) | 27 | 101 | 101 | 3 | -11 | 99 | 23 | 100 | 105 | -1 | 100
CN(C)/C=N/c1c(C#N)cnn1-c1nc2ccccc2s1 | 9 | 96 | 98 | -8 | -17 | 96 | 7 | 97 | 99 | x | 97
COC(=O)c1ccc(C(NC(=O)OCc2ccccc2)/C(C)=C/[C@@H](C)C(=O)NCc2ccc(-c3ccccc3)cc2)cc1 (stereo not given in full) | 11 | 99 | 103 | -23 | -1 | 98 | 18 | 99 | 104 | x | 99
COc1cccc(/C=C/C(=O)c2cccc([N+](=O)[O-])c2)c1 | 10 | 98 | 93 | 3 | -27 | 106 | 9 | 92 | 97 | -7 | 96
COc1cccc(OCc2cc(/C=N/NC(=O)c3ccn[nH]3)ccc2OC)c1 | 9 | 96 | 99 | -1 | 14 | 94 | 9 | 94 | 98 | -4 | 100
O=C(Nc1cccnc1)C1CCCN(S(=O)(=O)c2cccc3nsnc23)C1 (stereo not given) | 11 | 102 | 101 | -1 | -40 | 98 | 12 | 97 | 98 | x | 99
CCN(CC)CCCn1c(=S)[nH]c2ncccc2c1=O | 16 | 100 | 102 | -2 | -12 | 103 | 24 | 98 | 107 | 18 | 102
Cc1ccc(S(=O)(=O)N2CCOCC2)cc1NC(=O)COC(=O)C1COc2ccccc2O1 (stereo not given) | 13 | 99 | 100 | 10 | -19 | 99 | 10 | 100 | 105 | 4 | 101
CC(C)(C)CC(C)(C)NC(=S)Nc1ccc(S(=O)(=O)N2CCOCC2)cc1 | 14 | 100 | 99 | 2 | 1 | 102 | 24 | 101 | 103 | -6 | 99
Cc1cc(=O)[nH]c(SCCOc2cccc(C(F)(F)F)c2)n1 | 11 | 104 | 105 | 24 | 8 | 97 | 22 | 100 | 103 | -24 | 105
CSc1ccc(Cl)c(C(=O)NCCOc2cc(C(C)C)ccc2C)c1 | 11 | 100 | 97 | -6 | 7 | 101 | 26 | 97 | 99 | x | 98
Cc1nc([N+](=O)[O-])c(Br)n1CC(=O)c1ccc2ccccc2c1 | 50* | 100 | 101 | 21 | 2 | 99 | 38 | 99 | 102 | x | 97
O=C(CN1CCN(c2ccc(F)cc2)CC1)NCC1CCCO1 (stereo not given) | 8 | 103 | 103 | 7 | -79 | 102 | 56 | 101 | 106 | 11 | 104
Cc1c(C(=O)OCC(C)(C)CN(C)C)oc2ccccc12 | 7 | 103 | 102 | 8 | -2 | 103 | 38 | 99 | 102 | x | 103
O=C(CCn1c(=O)oc2ccccc21)n1c(=O)oc2ccccc21 | 4 | 96 | 95 | 6 | 6 | 95 | 22 | 98 | 99 | 3 | 97
COc1ccc(C(N)CCc2ccco2)cc1 (stereo not given) | 8 | 104 | 101 | -22 | -46 | 101 | 15 | 101 | 106 | -8 | 104
COc1nsnc1NS(=O)(=O)c1ccc(NC(=S)NC(=O)c2cccnc2)cc1 | 9 | 95 | 92 | 21 | -14 | 101 | 10 | 92 | 94 | 5 | 95
OCC1(Cc2ccccc2)CCCN(Cc2ccc3c(c2)OCCO3)C1 (stereo not given) | 6 | 102 | 97 | 10 | -18 | 104 | 14 | 97 | 100 | -9 | 99
CCCCOn1c(C)c(C(C)=O)c2c3no[n+]([O-])c3ccc21 | 6 | 93 | 93 | -10 | -35 | 93 | 15 | 91 | 92 | 5 | 91
Cc1ccc(S(=O)(=O)C2(C(=O)NC3CCCC3)CC2)cc1 | 9 | 95 | 96 | -2 | -17 | 97 | 31 | 94 | 96 | x | 98
O=S(=O)(NCc1cccnc1)c1ccccc1 | 13 | 101 | 103 | -4 | -57 | 105 | 40 | 98 | 106 | 1 | 104
Cc1cc(C)n(CC(O)Cn2ccc3ccccc32)n1 (stereo not given) | 9 | 98 | 95 | -6 | -86 | 97 | 45 | 98 | 103 | x | 99
S=C(NCc1cccnc1)Nc1cccc2ccccc12 | 7 | 103 | 104 | 12 | -31 | 96 | 22 | 102 | 101 | 0 | 99
COCCNC(=O)c1ccc(CS(=O)(=O)c2ccccc2)o1 | 15 | 103 | 105 | 20 | -7 | 103 | 32 | 100 | 104 | 12 | 101

Avidin bead fluor: entries above that show a hit.
Molecule | Avidin bead fluor | Rab2A wt mod | Cdc42 wt GTP | Mcl1 Noxa PPI | Mcl1-Bid inh | Rab7 wt GTP bind | GSH fluor | Rac1 mut GTP | Rac1 wt GTP bind | HRas wt GTP
Cc1nn(C(C)C(=O)N2CCN(c3ccccn3)CC2)c(=O)c2cc3occc3n12 (stereo not given) | 47* | 92 | 93 | 0 | 2 | 94 | 18 | 93 | 94 | 94
Cc1nc([N+](=O)[O-])c(Br)n1CC(=O)c1ccc2ccccc2c1 | 50* | 100 | 101 | 21 | 2 | 99 | 38 | 99 | 102 | 97

Compound activity (PubChem)
